IDH1 R132H inh – inhibitors of IDH1 R132H reductase, primary screen, biochemical, plate reader, single point. 70,000 compounds, 0.18% hits. AID 624101, 2012. Isocitrate dehydrogenase [NADP] cytoplasmic (Homo sapiens), O75874. diaphorase/resazurin fluorescence, 60 min. inhibition, % at 10 µM; in the data active = inhibition above about 34%;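 also: 0% = DMSO and 100% = no enzyme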
PRC2 inh – EZH2/PRC2 methyltransferase inhibitors, primary screen, biochemical, DELFIA time-resolved fluorescence, single point; Histone-lysine N-methyltransferase EZH2 (Homo sapiens), Q15910; PRC2 H3K27 methylation, DELFIA TRF, 1 h; inhibition, % at 12.5 µM; 57,000 compounds, 0.35% hits; AID 651548, 2012;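 active = mean inhibition of replicates at least 50% and every single replicate also reaching 50%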;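 also: dimethyl H3K27 on biotinylated H3 21-44 peptide detected by antibody; plate controls were median neutral control wells for no effect and median positive control wells for full effect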
Target sequence (Q15910 whole entry, looked up): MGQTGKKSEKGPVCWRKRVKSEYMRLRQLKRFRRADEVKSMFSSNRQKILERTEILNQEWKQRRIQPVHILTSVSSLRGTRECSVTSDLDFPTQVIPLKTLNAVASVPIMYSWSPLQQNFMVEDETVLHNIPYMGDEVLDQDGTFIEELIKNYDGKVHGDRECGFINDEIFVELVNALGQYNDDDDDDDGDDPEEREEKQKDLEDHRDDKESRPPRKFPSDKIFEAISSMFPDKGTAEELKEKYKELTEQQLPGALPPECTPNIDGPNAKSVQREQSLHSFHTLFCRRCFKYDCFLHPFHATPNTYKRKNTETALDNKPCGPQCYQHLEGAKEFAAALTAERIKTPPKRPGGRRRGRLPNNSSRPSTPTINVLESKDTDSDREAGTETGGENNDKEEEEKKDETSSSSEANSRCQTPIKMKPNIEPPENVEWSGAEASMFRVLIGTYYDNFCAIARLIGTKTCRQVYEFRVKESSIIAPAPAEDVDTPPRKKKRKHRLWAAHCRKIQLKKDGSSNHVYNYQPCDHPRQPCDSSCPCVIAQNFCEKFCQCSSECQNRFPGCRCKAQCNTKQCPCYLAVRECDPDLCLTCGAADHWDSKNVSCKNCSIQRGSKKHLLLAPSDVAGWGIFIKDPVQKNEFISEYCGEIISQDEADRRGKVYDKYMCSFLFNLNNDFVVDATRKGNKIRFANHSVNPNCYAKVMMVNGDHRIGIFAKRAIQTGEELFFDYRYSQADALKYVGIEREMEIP
Active calls of the source: *; / = no result given; & = joins results of further samples. These rows are one share of the data; the hit share may differ from the screen's.

SMILES | IDH1 R132H inh | PRC2 inh
C[C@@H]1CN([C@H](C)CO)C(=O)c2cc(NC(=O)Cc3ccccc3)ccc2O[C@@H]1CN(C)Cc1ccc(-c2ccccc2)cc1 | 1.1 | /
O=C(O)C[C@H]1CC[C@H](NC(=O)Nc2cc(F)ccc2F)[C@@H](CO)O1 | 0.3 | 5.6
COc1cccc(C#Cc2cnc3c(c2)C(=O)N([C@H](C)CO)C[C@@H](C)[C@H](CN(C)C(=O)C2CCCCC2)O3)c1 | -3.9 | 95.2*
O=C(Cc1ccncc1)NCC[C@@H]1CC[C@@H](NC(=O)C2CCCCC2)[C@@H](CO)O1 | 0.1 | -6.3
Cc1ccc(S(=O)(=O)N(C)C[C@H]2Oc3cc(Br)ccc3S(=O)(=O)N([C@@H](C)CO)C[C@H]2C)cc1 | -5.2 | 7.4
COc1ccc(CN(C)C[C@@H]2Oc3ccc(NC(=O)Nc4ccc(OC)cc4)cc3CC(=O)N([C@@H](C)CO)C[C@H]2C)cc1 | 0.6 | /
CN1CCN(CC(=O)N2N=C(c3c(-c4ccccc4)c4cc(Cl)ccc4[nH]c3=O)CC2c2ccccc2)CC1 (stereo not given) | 2.4 | /
C[C@H](CO)N1C[C@H](C)[C@H](CN(C)CC2CCCCC2)Oc2c(NC(=O)Nc3ccc(F)cc3)cccc2C1=O | 0.4 | 3.4
COc1cc(-c2oc3cc(O)c(OC)c(O)c3c(=O)c2OC)ccc1O | -0.5 | /
C[C@@H]1CN([C@H](C)CO)C(=O)Cc2cc(NC(=O)Nc3ccc(F)cc3)ccc2O[C@@H]1CN(C)C(=O)Nc1cccc2ccccc12 | 0.2 | /
Nc1cc(Nc2ccc(S(N)(=O)=O)cc2)ncn1 | -0.1 | -5.6
COc1ccccc1C(=O)Nc1ccc2c(c1)OC[C@H](C)N(C(C)=O)C[C@H](C)[C@H](OC)CN(C)C2=O | -0.2 | -9.1
CCc1c(C)sc(NC(=S)Nc2nc(C)cc(C)n2)c1C(=O)OC | 0.1 | 27.2
C[C@@H]1CN([C@H](C)CO)C(=O)CCCn2nncc2CO[C@@H]1CN(C)C(=O)c1ccncc1 | -0.4 | /
O=C(C[C@@H]1C[C@@H]2c3cc(NC(=O)Cc4ccncc4)ccc3O[C@@H]2[C@H](CO)O1)NCC1CC1 | 0.3 | 5.9
C[C@@H]1CN([C@H](C)CO)S(=O)(=O)c2ccc(/C=C/c3ccccc3)cc2O[C@@H]1CN(C)C | -2.7 | -16.4
C[C@@H]1CCCCO[C@H](CN(C)Cc2ccccc2)[C@@H](C)CN([C@@H](C)CO)C(=O)c2cc(N(C)C)ccc2O1 | -3.3 | -11.6
CCCCN(CCCC)c1ccc(/C=N/NC(=O)c2ccccn2)cc1 | / | 43.0
C[C@H](CO)N1C[C@H](C)[C@@H](CN(C)S(=O)(=O)c2cccs2)Oc2c(NC(=O)Nc3ccc(C(F)(F)F)cc3)cccc2C1=O | 0.8 | /
C[C@@H]1CN([C@@H](C)CO)C(=O)c2cccc(NC(=O)C3CC3)c2O[C@@H]1CN(C)Cc1ccc(C(F)(F)F)cc1 | 0.5 | /
CO[C@@H]1CN(C)C(=O)c2cc(NC(=O)Nc3c(C)noc3C)ccc2OC[C@@H](C)NC[C@H]1C | 0.2 | -3.5
CC(C)NC(=O)Nc1ccc2c(c1)C(=O)N([C@@H](C)CO)C[C@@H](C)[C@@H](CN(C)C(=O)Cc1ccccc1)OCCCC[C@H](C)O2 | 1.2 | -10.2
CC(=O)N(C)C[C@H]1Oc2ncc(-c3ccc(C)cc3)cc2C(=O)N([C@@H](C)CO)C[C@H]1C | -2.5 | -2.2
CCC(=O)N1C[C@@H](C)[C@@H](OC)CN(C)C(=O)c2cc(NS(=O)(=O)CC)ccc2OC[C@@H]1C | 0.0 | 12.3
COc1ccc(C(=O)Nc2ccc3c(c2)OC[C@H](C)N(C)C[C@H](C)[C@H](OC)CN(C)C3=O)cc1 | 0.1 | -8.8
O=C(N[C@@H]1CC[C@H](CCNC(=O)C2CCOCC2)O[C@H]1CO)c1ccccn1 | 0.3 | -3.9
C[C@@H]1CN([C@@H](C)CO)C(=O)Cc2cc(NS(=O)(=O)c3ccccc3)ccc2O[C@@H]1CN(C)C(=O)Nc1cccc2ccccc12 | 0.3 | /
C[C@H](CO)N1C[C@H](C)[C@@H](CN(C)C(=O)C2CCCCC2)Oc2cc(-c3ccncc3)ccc2S1(=O)=O | 6.7 | 3.1
CO[C@H]1CN(C)C(=O)c2ccc(NS(C)(=O)=O)cc2OC[C@H](C)N(C(=O)C2CCCC2)C[C@@H]1C | 0.3 | -7.6
COc1ccc(S(=O)(=O)N(C)C[C@H]2Oc3c(NS(C)(=O)=O)cccc3C(=O)N([C@H](C)CO)C[C@@H]2C)cc1 | 1.1 | /
CCOC(=O)CSc1nnc2c(n1)[nH]c1ccccc12 | 0.7 | -7.0
C[C@H]1CN([C@@H](C)CO)C(=O)Cc2cc(NC(=O)Nc3ccc(C(F)(F)F)cc3)ccc2O[C@H]1CN(C)Cc1ccccc1 | -0.2 | -16.0
COc1cccc(S(=O)(=O)N[C@H]2CC[C@H](CC(=O)NC3CCC3)O[C@@H]2CO)c1 | -0.3 | 3.1
CCC(=O)Nc1ccc2c(c1)OC[C@H](C)N(C(=O)Cc1cccnc1)C[C@@H](C)[C@H](OC)CN(C)C2=O | 0.1 | 4.0
CCCn1cc(NC(=O)C2CC(c3ccccc3O)=NO2)cn1 (stereo not given) | -1.1 | -11.5
COc1cc(NC(=O)CN(C)S(=O)(=O)c2ccc(C)cc2)cc(OC)c1 | -0.1 | -11.1
COC(=O)c1c(NC(=S)NCc2ccco2)sc2c1CCC(C)C2 (stereo not given) | 0.2 | /
CC(C)c1ccc(OCC(=O)Nc2cc(C(=O)O)cc(C(=O)O)c2)cc1 | 0.6 | -5.2
Cc1cccc(OCC(O)CNC(C)(C)CO)c1C (stereo not given) | 0.3 | 6.8
C[C@@H](O)C#Cc1cnc2c(c1)C(=O)N([C@@H](C)CO)C[C@H](C)[C@H](CN(C)Cc1ccccn1)O2 | 1.4 | 12.9
CC(C)NC(=O)Nc1ccc2c(c1)C(=O)N([C@H](C)CO)C[C@@H](C)[C@H](CN(C)Cc1ccccc1)O2 | -1.6 | 7.7
CN(C)C(=O)c1cccc(-c2cccc(-c3nc(C(=O)N4CCOCC4)cc4c3[C@H](CCO)N([S@@](=O)C(C)(C)C)C4)c2)c1 | 0.2 | -0.4
COc1cc(CNC2CCCC2)cc(I)c1OCC(N)=O | 0.0 | -4.6
Cc1cc(C(=O)Nc2cccc3c2O[C@H](CN(C)C(=O)Nc2ccc(F)cc2)[C@@H](C)CN([C@H](C)CO)C3=O)n(C)n1 | -0.2 | -6.0
Cc1noc(C)c1S(=O)(=O)Nc1ccc2c(c1)C(=O)N([C@@H](C)CO)C[C@@H](C)[C@@H](CN(C)S(=O)(=O)c1cccs1)OCCCC[C@H](C)O2 | 0.8 | /
COc1ccc(S(=O)(=O)Nc2ccc3c(c2)C(=O)N([C@H](C)CO)C[C@@H](C)[C@@H](CN(C)CC2CC2)O3)cc1 | 1.8 | /
CO[C@H]1CN(C)C(=O)c2ccc(NS(=O)(=O)CC(F)(F)F)cc2OC[C@@H](C)N(C(=O)c2ccc3c(c2)OCO3)C[C@@H]1C | -0.3 | 0.6
C[C@H](O)C#Cc1cnc2c(c1)C(=O)N([C@@H](C)CO)C[C@H](C)[C@H](CN(C)C(=O)Cc1ccncc1)O2 | -7.2 | 2.6
Cc1ccc(S(=O)(=O)NCC[C@H]2CC[C@H](NC(=O)NC(C)C)[C@@H](CO)O2)cc1 | 0.4 | -3.8
COCC(=O)Nc1ccc2c(c1)OC[C@@H](C)N(Cc1cc(F)ccc1F)C[C@H](C)[C@H](OC)CN(C)C2=O | 0.0 | -5.0
CO[C@@H]1CN(C)C(=O)c2cc(NC(=O)Nc3cccc(F)c3)ccc2OC[C@@H](C)N(C(C)=O)C[C@@H]1C | -0.1 | -4.3
C[C@@H]1CN([C@@H](C)CO)C(=O)c2cc(NC(=O)CCC(F)(F)F)ccc2O[C@@H](C)CCCCO[C@@H]1CN(C)S(=O)(=O)c1ccc(F)cc1 | 2.6 | /
CC(C)NC(=O)N(C)C[C@@H]1OCc2ccccc2-c2ccccc2C(=O)N([C@H](C)CO)C[C@@H]1C | 0.5 | 3.3
CC1CCCCC1NC(=O)CSc1nnc(N)s1 (stereo not given) | 0.8 | -18.0
CCn1cc(CNC(=S)Nc2cc(OC)ccc2OC)cn1 | 0.1 | 4.0
CC(NS(=O)(=O)c1ccccc1)C(=O)Nc1cc(Cl)ccc1Oc1ccccc1 (stereo not given) | 0.0 | 10.2
CCN(CC)CCCn1c(-c2ccc(C)cc2)cn2c3ccccc3nc12 | 2.4 | /
COCC#Cc1ccc2c(c1)O[C@@H](CN(C)C(=O)C1CC1)[C@@H](C)CN([C@H](C)CO)S2(=O)=O | / | -6.3
CCC(=O)N[C@@H]1CC[C@H](CCNC(=O)Nc2ccc(F)cc2)O[C@@H]1CO | -0.2 | 5.9
CC1=C([C@H](O)CCc2ccccc2)[C@H](CO)n2c(=O)n(-c3ccccc3)c(=O)n2C1 | / | -5.1

As a short view, two of the compounds above:
SMILES | IDH1 R132H inh | PRC2 inh
CCC(=O)N[C@@H]1CC[C@H](CCNC(=O)Nc2ccc(F)cc2)O[C@@H]1CO | -0.2 | 5.9
CC1=C([C@H](O)CCc2ccccc2)[C@H](CO)n2c(=O)n(-c3ccccc3)c(=O)n2C1 | / | -5.1

An excerpt of these results, as a markdown table:
| Molecule | IDH1 R132H inh | PRC2 inh |
| --- | --- | --- |
| CO[C@H]1CN(C)C(=O)c2ccc(NS(=O)(=O)CC(F)(F)F)cc2OC[C@@H](C)N(C(=O)c2ccc3c(c2)OCO3)C[C@@H]1C | -0.3 | 0.6 |
| COc1cc(CNC2CCCC2)cc(I)c1OCC(N)=O | 0.0 | -4.6 |
| CO[C@@H]1CN(C)C(=O)c2cc(NC(=O)Nc3cccc(F)c3)ccc2OC[C@@H](C)N(C(C)=O)C[C@@H]1C | -0.1 | -4.3 |
| CCn1cc(CNC(=S)Nc2cc(OC)ccc2OC)cn1 | 0.1 | 4.0 |
| CC(NS(=O)(=O)c1ccccc1)C(=O)Nc1cc(Cl)ccc1Oc1ccccc1 (stereo not given) | 0.0 | 10.2 |

Next records:
SMILES | IDH1 R132H inh | PRC2 inh
C[C@@H]1CN([C@@H](C)CO)C(=O)Cc2cc(NC(=O)CCCCCC(=O)Nc3ccccc3N)ccc2O[C@H]1CN(C)C(=O)Nc1ccc(C(F)(F)F)cc1 | 0.3 | /
CC(C)NC(=O)N(C)C[C@@H]1Oc2ccc(NS(=O)(=O)c3ccc(Cl)cc3)cc2C(=O)N([C@H](C)CO)C[C@H]1C | / | -4.3
Cc1cc(C(=O)Nc2cccc3c2O[C@H](CN(C)CC2CCCCC2)[C@H](C)CN([C@@H](C)CO)C3=O)n(C)n1 | / | 8.9
C[C@@H]1CN([C@H](C)CO)C(=O)c2c(c3ccccc3n2C)-c2ccccc2CO[C@@H]1CN(C)C(=O)C1CC1 | -0.4 | 11.5
CCCC#Cc1ccc2c(c1)O[C@H](CN(C)C(=O)c1ccccc1)[C@@H](C)CN([C@@H](C)CO)S2(=O)=O | -0.4 | /
COc1cc(C2c3c(cc(OC)c(O)c3OC)CC(CO)C2CO[C@@H]2O[C@H](CO)[C@@H](O)[C@H](O)[C@H]2O)cc(OC)c1O (stereo not given in full) | -0.9 | 8.8
COCc1cc(O)c(O)c(O)c1-c1c(COC)cc(O)c(O)c1O | -1.1&-0.7 | 88.0*
NC(=O)c1cc(-c2ccccc2)sc1NC(=O)Cn1cnc2scc(-c3ccccc3)c2c1=O | 1.1 | -26.1
CO[C@@H]1CN(C)C(=O)c2ccc(NC(=O)Nc3ccccc3)cc2OC[C@H](C)N(C(=O)CC2CC2)C[C@@H]1C | -0.2 | -10.0
Cc1noc(C)c1S(=O)(=O)Nc1ccc2c(c1)C(=O)N([C@@H](C)CO)C[C@@H](C)[C@H](CN(C)Cc1ccc(-c3ccccc3)cc1)O2 | 3.1 | /
Cc1noc(C)c1NC(=O)Nc1ccc2c(c1)CC(=O)N([C@H](C)CO)C[C@H](C)[C@H](CN(C)C(=O)Nc1ccccc1)O2 | 0.4 | /
Cc1noc(C)c1NC(=O)Nc1cccc2c1O[C@@H](CN(C)Cc1ccc3c(c1)OCO3)[C@H](C)CN([C@H](C)CO)C2=O | 0.7 | -4.0
C[C@@H]1CN([C@H](C)CO)C(=O)c2cc(NC(=O)Cc3cn(C)c4ccccc34)ccc2O[C@H]1CN(C)S(C)(=O)=O | / | -1.0
CN(C)CCN(Cc1ccc(Cl)cc1)c1ccccn1 | -0.7 | 14.3
C[C@@H]1CN([C@H](C)CO)S(=O)(=O)c2ccc(-c3ccc(F)cc3)cc2O[C@@H]1CN(C)Cc1ccccc1C(=O)O | 0.0 | 14.9
CC(C(=O)N1CCN(C)CC1)N(c1ccc(Oc2ccccc2)cc1)S(C)(=O)=O (stereo not given) | 0.1 | -17.2
CC(C)NC(=O)NCC[C@@H]1CC[C@H](NC(=O)c2ccc(F)cc2)[C@H](CO)O1 | 0.3 | 2.3
COc1ccc(C#Cc2ccc3c(c2)O[C@@H](CN(C)C(=O)NC2CCCCC2)[C@H](C)CN([C@H](C)CO)S3(=O)=O)cc1 | 3.7 | -2.1
Cc1ccc(S(=O)(=O)N(C)C[C@@H]2Oc3ccc(NS(=O)(=O)c4cn(C)cn4)cc3CC(=O)N([C@H](C)CO)C[C@H]2C)cc1 | 0.5 | /
Cc1nnc(SCC(=O)Nc2cccc(I)c2)s1 | -0.2 | -3.1
CC(Oc1ccc(F)cc1)C(=O)NCCN1CCOCC1 (stereo not given) | 0.0 | -21.6
O=C(Cc1cccnc1)N[C@H]1CC[C@@H](CCn2cc(-c3ccccc3F)nn2)O[C@@H]1CO | -0.1 | 0.1

Compound activity: PubChem BioAssay, Broad Institute
